Assay outcomes (PubChem)
WT yeast gro inh: growth inhibition of WT strain, primary screen, mitochondrial fusion inhibitor project, WT and mutant strains, chemical genetic; mitochondrial fusion phenotypic screen; inhibition, % at 10 µM; hit rate 2.1% among 190,000; AID 1362, 2008; in the data active = inhibition above about 58%; tested in S. cerevisiae
Myeloid diff MLP: induction of myeloid progenitor differentiation, primary screen, cell-based, flow cytometry, MLPCN library; ER-HoxA9 myeloid progenitors, lysozyme-GFP differentiation; calls only at 10 µM; hit rate 1% among 360,000; AID 624256, 2012;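 active = normalized GFP-positive differentiation at or above the plate's own cutoff, the solvent-only control mean plus 3 SD; inconclusive = no clear call, values can overlap the other calls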;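 note: cells exposed to compound for four days before flow analysis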
human PMI inhibitors: human PMI inhibitors, high substrate, primary screen, biochemical, fluorescence intensity, high mannose 6-phosphate (AID 1220) | recombinant PMI enzyme, coupled fluorescence intensity; higher % means a stronger effect | one-dose inhibition, % at 20 µM; IC50 in µM for titrated hits | hit rate 0.66% among 190,000
TNAP activators: human TNAP enzyme activators, primary screen, biochemical, luminescent, no phosphate acceptor, uHTS (AID 1001); Alkaline phosphatase, tissue-nonspecific isozyme (Homo sapiens); activation fold at 20 µM; hits with a dose series show EC50 in µM; hit rate 0.03% among 200,000; purified TNAP, luminescent activation assay, no phosphate acceptor; higher activation fold means a stronger effect; in the data active = activation fold from about 3, or a potency from the dose series; inactive = the rest, 99 in 100 with activation fold below about 1.6; note: many of its hits are not listed in these tables
P. falciparum M1AAP: P. falciparum M1AAP inhibitors, biochemical, fluorogenic H-Leu-NHMec substrate, 1536-well (AID 1445); hit rate 0.42% among 220,000; inhibition, % at 30 µM, or IC50 in µM where a hit was titrated; recombinant M1AAP, H-Leu-NHMec fluorogenic kinetic assay; higher % means a stronger effect; Aminopeptidase N (Plasmodium falciparum (isolate 3D7));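 active = primary inhibition above the hit cutoff, then over 50% inhibition at one or more dose response concentrations, cut at about 23% in these data, passing the limit was not always enough; inconclusive = conflicting primary data, or primary hits not chosen for dose response; inactive = low primary inhibition, or under 50% at every dose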;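 note: plate controls were DMSO full reaction for no effect and no enzyme background for full effect; strong numbers were not always called active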
Lipid droplet: inhibitors of hepatocyte lipid droplet formation, primary screen, imaging, high-throughput imaging, BODIPY stain | AML12 mouse hepatocytes, oleate lipid droplets | inhibition, % at 6.5 µM | hit rate 0.4% among 240,000 | AID 1656, 2009;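 active = lipid droplet intensity inhibited by at least 50%, with more than 500 cells counted; inconclusive = wells with under 300 cells, treated as cytotoxic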
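Material: mouse AML12 hepatocyte cell line, fixed after treatment; Timing: compound with oleate, overnight; Technique: high-content imaging of BODIPY-stained droplets and DAPI nuclei; Probe or stimulus: oleate, 100 µM final; Dosing: compound at 6.5 µM only.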
human PMI inhibition: inhibitors of human PMI, primary screen, biochemical, fluorescence intensity, coupled assay (AID 1209) | Mannose-6-phosphate isomerase (Homo sapiens) | purified PMI enzyme, coupled fluorescence intensity; higher % means a stronger effect | inhibition, % at 20 µM, or IC50 in µM where a hit was titrated | hit rate 0.42% among 190,000;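 note: plate controls were DMSO vehicle for no effect and wells lacking substrate for full effect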
K1F lysis inhibition: inhibition of K1F phage lysis, E. coli UTI89, bacterial capsule biogenesis inhibitors, alamar blue (AID 488966). hit rate 0.02% among 340,000. E. coli UTI89 K1F phage lysis, alamar blue, 2 h; higher % means a stronger effect. one-dose inhibition, % at 100 µM; IC50 in µM for titrated hits;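 active = phage lysis inhibition, versus mean bacterial control, above a set limit; inconclusive = no clear call, values can overlap the other calls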;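 note: capsule biogenesis inhibitors block K1F phage lysis so surviving cells raise fluorescence; higher fluorescence means more inhibition of phage lysis; actives were called in the ten point dose series up to 300 µM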
CSM14.1 death rescue: rescue of cells from ER stress-induced death, primary screen, 384-well, CSM14.1, thapsigargin, ATP luminescence (AID 1222). cellular ATP content (survival), % at 20 µM, or EC50 in µM where a hit was titrated. CSM14.1 thapsigargin-induced death rescue, ATP luminescence; higher % means a stronger effect. 190,000 tested, under 10 active;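 active = EC50 below 50 µM in the dose-response confirmation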;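 note: death triggered by thapsigargin at about 15 µM added after 2 h compound pretreatment; cell ATP read after overnight thapsigargin exposure of roughly 18 to 22 hours; normalized against plate controls of thapsigargin alone and 5% DMSO vehicle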
WT yeast gro inh mutant strain: also measured in WT yeast gro inh; calls as there; inhibition, %; mitochondrial fusion phenotypic screen, mutant strain inhibition
Lipid droplet cells 6.5 µM: recorded beside Lipid droplet, whose call it bears; cell count; measured here: cell count, cytotoxicity flag;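 cells counted across two imaged fields per well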
Myeloid diff MLP GFP+ MAC1+ %: further read-out of Myeloid diff MLP, marked with its call; GFP+ MAC1+ double positive, %; measured here: differentiation confirmed by MAC1 staining
Active calls of the source: *; i = inactive; ? = inconclusive; · = no result given; [ ] = remark or other dose. Cut-off read from the data, not from the text of the source, unless noted: active = inhibition above about 50%; inactive = the rest.

Below each SMILES – WT yeast gro inh, P. falciparum M1AAP, Lipid droplet cells 6.5 µM, human PMI inhibition, TNAP activators, human PMI inhibitors, WT yeast gro inh mutant strain, CSM14.1 death rescue, Myeloid diff MLP GFP+ MAC1+ %, K1F lysis inhibition, Lipid droplet, Myeloid diff MLP
- COc1ccc2cc(CN(CC3COCCO3)S(=O)(=O)c3c(C)cc(C)cc3C)c(=O)[nH]c2c1 (stereo unspecified)
    5, 1%, ·, 11%, 1.1, 11%, 16, -0.2%, ·, ·, ·, ·
- O=C(N/N=C1\CCc2ccccc21)c1ccncc1
    -9, 8%, 704, -2%, 0.9, -3%, -2, -4.8%, 0.7, 4.4%, 1, i
- COC(=O)[C@@H](NC(=O)Nc1ccc(OC)cc1)C(C)C
    5, 1%, 686, 20%, 1.1, 8%, -12, 0.5%, 11, 1.1%, 6, i
- COc1ccc(CC(=O)Nc2c3c(nn2-c2cccc(Cl)c2)CS(=O)(=O)C3)cc1
    1, -8%, 676, 16%, 1.1, 13%, -22, ·, 5.6, i, 11, i
- Cc1c(C(=O)NCc2ccccn2)sc2nc(-c3ccc(F)cc3)cn12
    13, 8%, 647, 10%, 1.2, 15%, -5, ·, 0.3, 0.8%, 8, i
- COc1ccc(S(=O)(=O)N2CCCC(C(=O)NCc3ccco3)C2)cc1Cl (stereo unspecified)
    -2, 6%, 734, 12%, 1.1, 12%, 22, -3.6%, 1.6, -0.1%, -1, i
- CNC(=O)C(=O)NCC1OCCN1S(=O)(=O)c1ccc([N+](=O)[O-])cc1 (stereo unspecified)
    -13, 6%, 634, 14%, 1.1, 17%, 6, 11%, 0.7, 0.2%, 5, i
- Cc1ccc(-c2n[nH]c(=S)n2C)cc1Cl
    5, 5%, 779, 6%, 0.8, 1%, 18, -0.3%, 0.6, 0.3%, -74, i
- O=C1CC(NNc2ccccc2)C(=O)N1c1cccc(Cl)c1 (stereo unspecified)
    -22, ?, ·, -34%, 1.1, -99%, 7, -0.9%, 2.5, 1.0%, ·, i
- Cc1ccc(S(=O)(=O)CCc2nnc(NC(=O)C3CCCO3)s2)cc1 (stereo unspecified)
    1, -7%, 752, -8%, 1.2, -1%, -16, -0.3%, 0.7, 1.2%[50 µM], 7, i
- Cc1ccc(-n2c(-c3ccccc3)nnc2-c2cccs2)cc1
    1, 7%, 739, 2%, 1.1, 1%, -14, 0.5%, 3.9, 7.3%, -7, i
- COc1ccc(CNc2oc(COc3ccc(Cl)cc3)nc2C#N)cc1
    71*, 11%, ·, 13%, 1.1, 10%, 48*, -0.9%, 5.6, 1.2%, ·, i
- CC(C)c1cc(C(=O)NNC(=S)NCc2ccco2)c(O)c(C(C)C)c1
    38, 17%, 591, 11%, 1.6, 1%, 9, -0.8%, 0.7, 10.0%, 8, i
- COc1ccc(C2CCCN2C(=S)Nc2ccc(C)c(C)c2)cc1OC (stereo unspecified)
    44, 6%, 751, 7%, 1, 5%, 21, -2.0%, 0.4, -0.3%[50 µM], 4, i
- Cc1nc(N2CCOCC2)nc(N2CCCCC2)c1[N+](=O)[O-]
    13, 6%, 597, 0%, 1.1, 1%, 13, -0.6%, 1.1, 1.5%, -22, i

As entered above:
COc1ccc2cc(CN(CC3COCCO3)S(=O)(=O)c3c(C)cc(C)cc3C)c(=O)[nH]c2c1 (stereo unspecified) | P. falciparum M1AAP = 1%
Cc1ccc(S(=O)(=O)CCc2nnc(NC(=O)C3CCCO3)s2)cc1 (stereo unspecified) | K1F lysis inhibition = 1.2%[50 µM]
CC(C)c1cc(C(=O)NNC(=S)NCc2ccco2)c(O)c(C(C)C)c1 | Lipid droplet cells 6.5 µM = 591
COc1ccc(CC(=O)Nc2c3c(nn2-c2cccc(Cl)c2)CS(=O)(=O)C3)cc1 | human PMI inhibition = 16%

Carrying on:
Below each SMILES – WT yeast gro inh, P. falciparum M1AAP, Lipid droplet cells 6.5 µM, human PMI inhibition, TNAP activators, human PMI inhibitors, WT yeast gro inh mutant strain, CSM14.1 death rescue, Myeloid diff MLP GFP+ MAC1+ %, K1F lysis inhibition, Lipid droplet, Myeloid diff MLP
- O=C(c1ccc2c(=O)n(Cc3ccco3)c(=S)[nH]c2c1)N1CCN(Cc2ccccc2)CC1
    -6, 3%, ·, 11%, 1, 9%, -5, -0.8%, 1.0, 0.2%, ·, i
- CNC(=S)Nc1cc(OC)ccc1OC
    7, 0%, 630, 22%, 1.1, 19%, -4, 0.9%, 6.8, 4.1%, 12, i
- C/C(=N\NC(=S)NC(C)C)c1ccc(Cl)c([N+](=O)[O-])c1
    ·, 2%, 723, ·, ·, ·, ·, ·, 0.8, 0.6%, -8, i
- N#Cc1c(NCCCO)nc(-c2ccco2)c2c1CCCC2
    -14, 30%, 818, -22%, 1.2, -27%, -2, -2.6%, 0.9, -0.4%, -7, i
- O=C(COC(=O)Cc1ccsc1)NCC12CC3CC(CC(C3)C1)C2
    -2, 18%, 812, 6%, 1.2, 4%, -31, -0.4%, 0.4, -0.1%, 7, i
- CCOC(=O)c1sc2ncnc(N3CCN(C)CC3)c2c1C
    -4, 3%, 660, 15%, 1.1, 18%, -7, 0.6%, 0.2, 0.2%, -2, i
- C=CCn1c2ccccc2c2nnc(SC(CC)C(=O)Nc3nc(C)c(C(=O)OCC)s3)nc21 (stereo unspecified)
    8, 2%, ·, 4%, 0.9, 8%, -19, 2.5%, 1.0, 0.5%, ·, i
- CCOC(=O)c1sc(Nc2nc(C)cc(OC)n2)nc1C
    -1, 2%, 629, 3%, 1.3, 1%, 7, 0.5%, 0.9, -0.2%, -27, i
- Clc1ccc(Sc2oc(/C=N/n3cnnc3)cc2Br)cc1
    19, 3%, ·, 18%, 1.1, 20%, 6, -1.0%, 2.0, -0.6%, ·, i
- Cc1cccc(NC(=O)c2cc(S(=O)(=O)NCc3ccco3)ccc2F)c1C
    -9, 8%, ·, 12%, 1.1, 11%, -2, -0.4%, 0.9, 4.2%, ·, i
- CC(=O)c1cccc(NC(=O)[C@@H](NC(N)=O)C(C)C)c1
    -12, 0%, 698, -4%, 1, 7%, -3, -0.1%, 0.2, 0.2%, -14, i
- COc1ccc([N+](=O)[O-])cc1NS(=O)(=O)c1cccc(C(=O)O)c1
    ·, 7%, 745, ·, ·, ·, ·, ·, 0.5, 0.5%, -11, i
- CCOC(=O)N1CCN(C(c2ccc(F)cc2)c2sc3nc(C)nn3c2O)CC1 (stereo unspecified)
    -8, 2%, 614, 7%, 1, 11%, -42, -0.9%, 1.4, 0.2%, 13, i
- COCCNC(=O)CC(=O)N/N=C/c1ccc(C(=O)OC)cc1
    -10, 1%, 709, 10%, 1, 4%, -15, 1.2%, 0.7, -0.1%, 5, i
- CC1CC(C)CN(CC(=O)NC(c2ccccc2)c2ccccc2)C1 (stereo unspecified)
    12, 4%, 737, 1%, 1.1, -6%, -4, -0.9%, 0.3, 0.6%, -8, i

Three entries from above, ordered by length of the SMILES, high to low:
Below each SMILES – WT yeast gro inh, P. falciparum M1AAP, Lipid droplet cells 6.5 µM, human PMI inhibition, TNAP activators, human PMI inhibitors, WT yeast gro inh mutant strain, CSM14.1 death rescue, Myeloid diff MLP GFP+ MAC1+ %, K1F lysis inhibition, Lipid droplet, Myeloid diff MLP
- CCOC(=O)N1CCN(C(c2ccc(F)cc2)c2sc3nc(C)nn3c2O)CC1 (stereo unspecified)
    -8, 2%, 614, 7%, 1, 11%, -42, -0.9%, 1.4, 0.2%, 13, i
- C/C(=N\NC(=S)NC(C)C)c1ccc(Cl)c([N+](=O)[O-])c1
    ·, 2%, 723, ·, ·, ·, ·, ·, 0.8, 0.6%, -8, i
- COCCNC(=O)CC(=O)N/N=C/c1ccc(C(=O)OC)cc1
    -10, 1%, 709, 10%, 1, 4%, -15, 1.2%, 0.7, -0.1%, 5, i

Additional results
Below each SMILES – WT yeast gro inh, P. falciparum M1AAP, Lipid droplet cells 6.5 µM, human PMI inhibition, TNAP activators, human PMI inhibitors, WT yeast gro inh mutant strain, CSM14.1 death rescue, Myeloid diff MLP GFP+ MAC1+ %, K1F lysis inhibition, Lipid droplet, Myeloid diff MLP
- CCC(=O)Nc1ccc(C(=O)CN2CCC(C)CC2)cc1
    -2, 5%, 729, -51%, 1.1, -47%, 3, -0.2%, ·, ·, 0, ·
- Cc1nn(Cc2n[nH]c(=S)n2Cc2ccccc2)c(C)c1Cl
    8, 12%, ·, -5%, 0.8, 2%, 8, -2.1%, ·, 0.3%, ·, ·
- OCCCN1CCN(CCOc2ccccc2-c2ccccc2)CC1
    0, 13%, 730, -16%, 1.1, -18%, 13, -0.5%, 0.7, 2.3%[50 µM], 0, i
- COc1ccc(N(C(=O)c2ccco2)S(=O)(=O)c2cccc([N+](=O)[O-])c2)cc1
    6, 0%, 816, 19%, 1.1, 7%, 1, -1.3%, 6.6, -2.4%, 6, i
- CCn1c2ccccc2c2cc(/C=N/NC(=O)c3ccncc3)ccc21
    -5, 9%, 662, 7%, 1.1, 2%, 6, -0.6%, 0.1, 0.2%, 4, i
- CC1=C(n2nnc3ccccc32)C(c2ccccc2)C(C#N)=C(N)O1 (stereo unspecified)
    -1, 6%, 745, -14%, 1, -52%, 4, -1.6%, 7.8, 0.0%, -6, i
- CC(C)CC(=O)CN1C(=O)C2(OCCO2)c2ccccc21
    -9, 9%, 658, 17%, 1.1, 10%, -1, 2.0%, 1.4, -0.3%, -1, i
- CNC(=O)c1[nH]cnc1C(=O)N[C@@H](Cc1ccccc1)C(=O)OC(C)(C)C
    -3, -4%, 652, 10%, 1, 3%, 0, 0.6%, 1.6, -0.1%, -7, i
- Cc1cccc2cc(C#N)c(SCC(=O)NNC(=O)Cc3ccccc3)nc12
    -1, 2%, ·, -5%, 1.1, 0%, 75, 0.8%, ·, -0.6%, ·, ·
- CC(Sc1nnc(-c2ccc(O)cc2)o1)C(=O)Nc1cccc2ccccc12 (stereo unspecified)
    -2, 17%, 702, 9%, 1.2, 7%, -9, -1.1%, 1.3, -0.5%, -2, i
- CCOCCn1c(CC)nc2ccccc21
    -2, 1%, 690, 1%, 1.1, -4%, -18, -1.8%, 0.2, 0.3%, -8, i

No enrichment for hits; any-hit rate near 4.6%.
